Screening results (PubChem BioAssay)
ABHD5-PLIN5 inh – ABHD5-PLIN5 interaction inhibitors, primary screen, cell lysate, split luciferase complementation, luminescence; Perilipin-5 (Homo sapiens) + 1-acylglycerol-3-phosphate O-acyltransferase ABHD5 (Homo …; Split G. princeps luciferase complementation, 4 h; inhibition, % at 4 µM; AID 602281, 2012; 0.78% of 360,000 active;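 active means inhibition above the mean inhibition across every tested compound plus 3 SD, cut at about 22% in these data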;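 further: 0% = DMSO only wells and the 100% control is not disclosed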
NOD2-RIPK2 inh – NOD2-RIPK2 binding disruptors in cells, primary screen, fluorescence, CHO cells, BLA complementation. Receptor-interacting serine/threonine-protein kinase 2 (Homo sapiens), O43353. inhibition, % at 4.98 µM. 0.38% of 360,000 active. CCF4 ratio; in the data active means inhibition above about 21%;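 further: 0% = vehicle only and 100% = reference blocker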
Target sequence (O43353 whole entry, looked up): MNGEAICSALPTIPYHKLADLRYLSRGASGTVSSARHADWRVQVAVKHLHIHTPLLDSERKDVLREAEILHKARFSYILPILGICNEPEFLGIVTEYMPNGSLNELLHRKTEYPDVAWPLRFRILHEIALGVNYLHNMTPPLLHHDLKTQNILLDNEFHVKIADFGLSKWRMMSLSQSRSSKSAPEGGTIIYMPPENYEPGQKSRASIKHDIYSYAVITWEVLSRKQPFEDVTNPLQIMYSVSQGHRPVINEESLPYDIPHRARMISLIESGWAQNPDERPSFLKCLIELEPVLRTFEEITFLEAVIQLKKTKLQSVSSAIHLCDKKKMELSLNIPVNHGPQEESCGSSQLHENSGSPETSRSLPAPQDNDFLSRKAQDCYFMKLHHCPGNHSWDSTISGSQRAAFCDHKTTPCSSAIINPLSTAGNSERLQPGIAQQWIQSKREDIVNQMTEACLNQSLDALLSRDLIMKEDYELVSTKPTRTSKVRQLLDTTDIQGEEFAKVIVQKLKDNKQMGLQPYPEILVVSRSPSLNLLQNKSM
N-glyco inh – increase of ERlucT glycosylation luciferase signal, primary screen, N-linked glycosylation inhibitor project, D54 ERlucT cells, luminescence, set 2; D54 ERlucT glycosylation luciferase reporter, 24 h; percent of 100 nM tunicamycin response; reporter increase, % at 12.5 µM; 0.23% of 360,000 active;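 active means mean luciferase reporter signal, scaled so untreated is 0 and the glycosylation-blocking control 100, at or above a set limit in every replicate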;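 further: luciferase carries N-glycosylation sites so blocking glycosylation raises the light; 0% = median of neutral control wells and 100% = median of 100 nM tunicamycin wells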
NCOA2 inhibitor – inhibition of GAL4-SRC2 driven luciferase reporter, primary screen, SRC2 inhibitor project, cell-based, luminescence | Nuclear receptor coactivator 2 (Homo sapiens), Q15596 | HEK293 GAL4-SRC2 luciferase reporter | inhibition, % at 9 µM | 0.17% of 370,000 active;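 active means inhibition above the mean inhibition of all tested compounds plus 3 SD, set per campaign, cut at about 52% in these data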;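 further: 0% = DMSO treated cells and 100% = cells given Gossypol at 36 µM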
MC4R antagonist – MC4R antagonists of cAMP signaling, primary screen, cell-based, TR-FRET, antagonist arm of biased-ligand search; Melanocortin receptor 4 (Homo sapiens), P32245; MC4R-expressing cells, MTII-stimulated cAMP, LANCE TR-FRET; inhibition, % at 6.5 µM; 0.48% of 360,000 active;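 active means inhibition above its plate's cutoff, the mean of tested wells on that plate plus 3 SD, cut at about 29% in these data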;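 further: 0% = Melanotan II alone and 100% = Melanotan II plus saturating MCL0020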
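Material – human MC4R-expressing U2OS cells · Repeats – no replicates · Detection – TR-FRET with Eu-cAMP and labeled anti-cAMP, 671 nm · Times – compound 30 min, challenge 1 h, detection 1 h · Compound – single nominal compound dose of 6.5 µM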
ABCB6 inh 2 – ABCB6 transporter inhibitors, primary screen, K562-ABCB6 cells, flow cytometry, MLPCN library | K562-ABCB6 porphyrin accumulation, 1 h; stronger effect = lower value | 0.19% of 360,000 active | ATP-binding cassette sub-family B member 6 (Homo sapiens), Q9NP58 | fluorescence ratio to DMSO, % at 10 µM;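 active means fluorescence ratio to DMSO below 75%, the collection mean minus 3 SD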;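 further: signal is porphyrin accumulated inside mitochondria; 100% equals median channel fluorescence of DMSO control wells; lower ratio means ABCB6 inhibition with less porphyrin fluorescence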
Cardio protect – cardioprotection against H2O2-induced cell death, primary screen, uHTS, H9c2 cells, ATPLite luminescence; 0.63% of 360,000 active; AID 588492, 2011; protection from H2O2 cell death, % at 20 µM; H9c2 cardiomyocytes, H2O2 injury protection, 2 h;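 active means compounds giving at least 50% protection of heart cells from peroxide-induced death in the single-dose screen, raw or plate-pattern-corrected value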;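 further: 0% = DMSO wells with peroxide and 100% = DMSO wells without peroxide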
TLR9-MyD88 inh – inhibitors of TLR9-MyD88 association in cells, primary screen, cell-based, CHO, BLA complementation, fluorescence; Toll-like receptor 9 (Homo sapiens) + Myeloid differentiation primary response protein …; CCF4 FRET ratio; inhibition, % at 4.98 µM; 0.21% of 340,000 active; AID 504734, 2011;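 active means inhibition above the mean over all tested compounds plus 3 SD, cut at about 21% in these data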;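 further: 0% = DMSO only wells and 100% = clavulanate BLA inhibitor control wells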
m5-HT2A agonist – mouse Htr2a agonists via beta-arrestin recruitment, primary screen, cell-based, luminescence; 5-hydroxytryptamine receptor 2A (Mus musculus), P35363; CHO-K1 mHTR2A beta-arrestin complementation; percent of 30 µM serotonin response; activation, % at 7.6 µM; 0.66% of 360,000 active; AID 624169, 2012;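 active means activation above a run cutoff, the mean activation of all tested compounds plus 3 SD, cut at about 14% in these data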;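 further: 0% = plate median of compound wells and 100% = 30 µM serotonin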
Target sequence (P35363 whole entry, looked up): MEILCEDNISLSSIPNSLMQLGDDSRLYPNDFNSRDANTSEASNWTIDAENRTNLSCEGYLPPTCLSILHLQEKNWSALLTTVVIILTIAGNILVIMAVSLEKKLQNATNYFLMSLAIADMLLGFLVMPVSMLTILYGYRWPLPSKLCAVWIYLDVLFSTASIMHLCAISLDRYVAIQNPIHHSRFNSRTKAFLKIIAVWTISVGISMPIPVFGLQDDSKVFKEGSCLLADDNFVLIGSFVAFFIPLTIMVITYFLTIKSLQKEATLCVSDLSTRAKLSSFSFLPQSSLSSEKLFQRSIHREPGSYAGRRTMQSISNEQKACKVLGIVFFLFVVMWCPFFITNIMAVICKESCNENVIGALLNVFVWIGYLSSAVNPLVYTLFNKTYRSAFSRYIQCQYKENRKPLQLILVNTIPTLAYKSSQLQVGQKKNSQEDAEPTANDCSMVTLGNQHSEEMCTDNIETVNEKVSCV
MC4R ag barr – MC4R agonists recruiting beta-arrestin, primary screen, cell-based, luminescence, agonist arm of biased-ligand search; Melanocortin receptor 4 (Homo sapiens), P32245; U2OS MC4R beta-arrestin complementation; percent of melanotan II response, DMSO zero; activation, % at 8.9 µM; 0.98% of 360,000 active;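 active means activation above a per-plate cutoff, the mean activation of sample wells on that plate plus 3 SD, cut at about 8% in these data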
* hit, by the source's call; x = no result given.

SMILES	ABHD5-PLIN5 inh	NOD2-RIPK2 inh	N-glyco inh	NCOA2 inhibitor	MC4R antagonist	ABCB6 inh 2	Cardio protect	TLR9-MyD88 inh	m5-HT2A agonist	MC4R ag barr
NCc1csc(NC(=O)Nc2cccc(C(F)(F)F)c2)n1	4	2	-1	-13	9	104	17	x	-11	-0.5
CCCCn1c(N)c(N(CC(C)C)C(=O)c2ccc(-n3c(C)ccc3C)cc2)c(=O)[nH]c1=O	-1	4	8	3	-4	92	-1	-1	5	-3.4
Cc1ccc(C(=O)NCC(=O)NC2CCC(C)CC2)s1 (centres undefined)	8	-6	1	-19	9	96	-1	-3	4	0.7
Cc1ccc(CN2CCN(Cc3cn(C)nc3C)CC2CCO)o1 (centres undefined)	3	7	1	-39	4	101	-15	-9	-2	-4.5
Cc1ccc2c(c1)C(=O)C(=O)N2Cc1ccc(Br)cc1	18	17	9	-16	-24	105	-6	2	-7	0.6
Cc1cccn2c(=O)c3cc(C(=O)NCC4CCCO4)c(=N)n(CCc4ccccc4)c3nc12 (centres undefined)	-2	-4	8	15	-4	100	20	-14	1	0.1
CCc1ccc(NC(=O)CCn2nc(C)c(S(=O)(=O)N3CCCCC3)c2C)cc1	-1	2	-3	-4	4	94	-3	-3	-9	-3.1
CCN(CC(=O)Nc1ccc(NC(C)=O)cc1)C(=O)c1ccccc1CCc1ccccc1	7	-10	-2	10	-2	93	16	-1	-4	-2.4
CCOc1ccc(C(C)(C)C)cc1S(=O)(=O)N1CC(C)OC(C)C1 (centres undefined)	1	-8	-2	-23	2	101	-20	-5	2	2.8
O=C(COc1ccccc1C(=O)O)Nc1nc2ccc([N+](=O)[O-])cc2s1	-3	-17	2	-1	12	96	-19	-9	5	-2.2
COc1cc(CC(=O)Nc2ccc(S(=O)(=O)NC3=NCCCCC3)cc2)cc(OC)c1OC	-4	10	1	-5	16	98	-1	1	1	-1.4
Oc1[nH]c2ccccc2c1C=Nc1ccccc1	-3	1	3	-13	18	100	-5	2	-1	-2.6
COc1cc(Cl)ccc1S(=O)(=O)n1nc(C)cc1C	-5	-5	0	8	3	101	1	-13	-2	-1.2
C=CCn1c(SC)nccc1=O	1	-6	-1	-19	-3	100	2	-11	0	-0.1
COc1ccc(C(=O)Nc2nc3ccc(S(C)(=O)=O)cc3s2)cc1OC	2	-2	-4	-14	9	100	27	-10	-3	-0.9
Cc1cccc(NS(=O)(=O)c2cccc(C(=O)NCC3(N4CCCCC4)CCCCC3)c2)c1	2	-5	-4	-4	-5	98	4	4	-4	0.9
CCN(C(C)=O)c1cccc2ccccc12	-2	-8	1	x	4	95	-1	3	-2	-1.4
CCOC(=O)CCS(=O)(=O)c1ccc(-c2ccc(S(=O)(=O)CCC(=O)OCC)cc2)cc1	-9	-8	-2	8	16	100	0	-10	1	0.9
CCc1ccc(N2CC(C(=O)N(CC)CC(=O)Nc3c(F)cccc3F)CC2=O)cc1 (centres undefined)	5	-15	0	-10	8	95	-4	-1	3	-2.1
Cc1ccc(Cl)cc1N1CCN(C(=O)Cc2cn(C)c3ccccc23)CC1	1	6	3	1	1	95	13	-15	-5	0.7
COc1ccccc1/C=N/NC(=O)CC(=O)NCc1ccccc1	0	-4	-1	-35	7	98	2	9	-4	-0.7
Cc1cc(C(F)F)n2nc(C(=O)Nc3ccccc3Br)nc2n1	3	-8	3	-2	10	90	-2	1	-2	-2.5
Cn1c(Oc2ccncc2)nc2cc(-c3ccsc3)sc2c1=O	7	-17	0	-12	4	100	4	x	-1	0.4
Cc1ccc(N2C(=O)C3CCC(c4ccccc4)CC3C2=O)cc1 (centres undefined)	-7	-15	0	-1	9	92	-17	3	10	5.9
c1coc(CNc2ncnc3sc4c(c23)CCCCC4)c1	-2	-1	-1	5	4	95	-5	0	0	-2.4
CCCNc1ncnc2onc(C)c12	-4	-2	1	-9	4	108	3	-2	0	-4.8
Cc1cccc(OCC(=O)Nc2nnc(S(=O)(=O)N3CCCCC3)s2)c1	3	-5	-1	12	17	100	-7	-8	-1	0.2
O=C(O)c1ccc(Cl)c(S(=O)(=O)NC(Cc2ccccc2)C(=O)O)c1 (centres undefined)	-1	-1	3	-1	3	94	0	-8	-2	-0.4
CCCCN(C(=O)/C=C/c1ccco1)c1c(N)n(CCC)c(=O)[nH]c1=O	0	-7	1	-8	6	108	-1	4	7	-0.5
CC(C)(C)c1ccc(C(=O)N2CCC(=O)N([C@H](COCc3ccccc3)Cc3ccccc3)CC2)cc1	2	1	x	5	x	93	x	x	-7	x
CC12CCC(c3nnc(SCc4ccc(Cl)cc4)nc31)C2(C)C (centres undefined)	-3	-3	-1	-18	-2	102	0	-2	-1	-2.5
Cc1ccc(S(=O)(=O)NC2=NCN(CCOC(=O)c3ccccc3)CN2)cc1	10	2	1	-24	12	102	-2	4	-2	0.8
C[C@@H]1CCCCO[C@H](CN(C)Cc2ccc(Cl)c(Cl)c2)[C@@H](C)CN([C@H](C)CO)C(=O)c2cc(N(C)C)ccc2O1	-1	3	-1	17	1	95	2	-6	-1	0.4
O=C(NCc1ccccc1)/C(=C/c1cccc([N+](=O)[O-])c1)NC(=O)c1ccco1	0	3	3	-13	1	89	4	11	-2	-1.7
CCOC(=O)c1cn2nc(SCc3ccccc3)nc2nc1C	6	2	-1	-39	5	97	23	6	4	0.3
COc1ccc(CC(=O)OCC(=O)c2c(N)n(C)c(=O)n(C)c2=O)cc1OC	2	3	0	19	-4	103	0	0	-4	-1.1
Cc1cc(C)n2nc(SCC(=O)N(CC(C)C)c3c(N)n(CC(C)C)c(=O)[nH]c3=O)nc2n1	1	-9	3	-20	3	97	2	6	-1	-1.1
COc1ncnc2c1ncn2CCCN1CCN(Cc2cccc3ccccc23)CC1	-9	-4	-1	2	-2	99	-6	3	-12	0.3
Cc1cccc(C(C)C)c1NC(=O)C(C)OC(=O)Cn1cnc2c1c(=O)n(C)c(=O)n2C (centres undefined)	-3	-3	1	-6	7	100	1	-23	10	-0.7
COC(=O)C1C(=O)NCC1c1ccc(OC)cc1 (centres undefined)	-5	10	1	-4	6	99	3	8	2	-3.1
NC(=O)C1(N2CCCCC2)CCN(C(=S)Nc2ccc(F)c(Cl)c2)CC1	-3	3	1	1	4	98	8	3	-1	-4.2
Cc1ccc2nc(NC(=O)C3CSC4(C)CCC(=O)N34)sc2c1 (centres undefined)	-12	-9	-1	-54	4	94	4	-6	-5	-3.6
CC(C)(C)c1ccc(OCCCC(=O)NNC(=O)c2ccccc2O)cc1	-7	4	-5	9	3	97	52*	-2	0	-3.8
Cc1ccccc1NC(=O)c1cn2c(nc3ccccc32)c(C#N)c1C	-3	-5	3	12	17	108	0	2	-1	-2.7
CCOC(=O)c1ccc(NC(=O)CSc2nnc(COc3ccccc3OC)n2CC)cc1	-4	-2	2	5	2	93	0	-2	-1	3.5
O=C(CSc1ccc(-c2ccco2)nn1)c1cccc([N+](=O)[O-])c1	2	-8	-1	-10	7	98	0	0	-1	-1.2
CCOCc1cnc(C)nc1NCC(=O)c1c(C)[nH]c2ccccc12	0	-4	-2	-22	-2	97	-8	-2	-10	-1.7
O=c1[nH][nH]c(=O)c2nc(Nc3ccccc3)ncc12	4	-1	2	-98	9	99	-3	-3	0	-0.7
Cc1ccc(F)cc1NC(=O)CN1C(=O)NC(C)(c2ccc3c(c2)OCCO3)C1=O (centres undefined)	4	2	0	-22	6	98	14	-3	1	-0.4
COn1c(=O)c(=O)n(O)c2ccccc21	-9	-8	2	5	-1	111	-7	3	-5	-1.2
COc1cccc(NC(=O)c2ccc3nc(C)c(N(C)Cc4ccc(NC(C)=O)cc4)n3c2)c1	14	-4	8	-10	0	98	14	x	-5	0.7
CC(C)(C)OC(=O)N1CCC[C@H]1C(=O)N/N=C/c1cccc2cccnc12	1	-4	-1	-48	2	97	6	8	6	-1.0
CCn1cc(C(=O)NCCC(C)C)c(=O)c2cc(S(=O)(=O)N3CCCCC3)ccc21	1	-4	-3	x	3	101	-8	-1	6	-0.1
CCOC(=O)N1CCN(C(=O)CSCc2ccccc2)CC1	0	-8	-3	-49	-1	97	2	-8	5	-3.0

Quoted from the listing for reference:
SMILES	ABHD5-PLIN5 inh	NOD2-RIPK2 inh	N-glyco inh	NCOA2 inhibitor	MC4R antagonist	ABCB6 inh 2	Cardio protect	TLR9-MyD88 inh	m5-HT2A agonist	MC4R ag barr
CCOCc1cnc(C)nc1NCC(=O)c1c(C)[nH]c2ccccc12	0	-4	-2	-22	-2	97	-8	-2	-10	-1.7
O=c1[nH][nH]c(=O)c2nc(Nc3ccccc3)ncc12	4	-1	2	-98	9	99	-3	-3	0	-0.7
Cc1ccc(F)cc1NC(=O)CN1C(=O)NC(C)(c2ccc3c(c2)OCCO3)C1=O (centres undefined)	4	2	0	-22	6	98	14	-3	1	-0.4
COn1c(=O)c(=O)n(O)c2ccccc21	-9	-8	2	5	-1	111	-7	3	-5	-1.2
COc1cccc(NC(=O)c2ccc3nc(C)c(N(C)Cc4ccc(NC(C)=O)cc4)n3c2)c1	14	-4	8	-10	0	98	14	x	-5	0.7
CC(C)(C)OC(=O)N1CCC[C@H]1C(=O)N/N=C/c1cccc2cccnc12	1	-4	-1	-48	2	97	6	8	6	-1.0
CCn1cc(C(=O)NCCC(C)C)c(=O)c2cc(S(=O)(=O)N3CCCCC3)ccc21	1	-4	-3	x	3	101	-8	-1	6	-0.1
CCOC(=O)N1CCN(C(=O)CSCc2ccccc2)CC1	0	-8	-3	-49	-1	97	2	-8	5	-3.0

A portion of the library; rates above refer to the full screens.
